MITF act – increases MITF-driven TRPM1 promoter luciferase signal; activation, % at 12.5 µM; SK-MEL-5 TRPM1-promoter luciferase, 24 h; % of positive control, neutral wells = 0; 300,000 tested, 0.75% active; AID 588334;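 active means mean activation of at least 80% with every replicate also reaching 80%; inconclusive means mean reaches 80% but some replicate falls short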;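 further: 0% = neutral control wells and 100% = parthenolide positive control wells; values of inactives mirror those of a sister screen read the other way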
Arrestin-AP2 inh – human beta-arrestin and AP2 interaction inhibition. FITC-arrestin peptide / GST-AP2 beads, flow cytometry; AP2 beta2 appendage carries R879A mutation. inhibition, % at 10 µM. 340,000 tested, 0.31% active;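 active means inhibition above a set limit, near 3 SD of compounds lacking own fluorescence, cut at about 54% in these data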;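 further: plate controls were DMSO wells for no effect and 5 µM unlabelled arrestin peptide for full effect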
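Assay system: GST-AP2 R879A bound to glutathione beads, E. coli-expressed; Medium: PBS with 0.05% Tween 20 and 0.1% BSA; Also added: fluorescein-tagged arrestin peptide at 50 nM final; Timing: 12 min plus 1 h, RT; Measured by: flow cytometry, FL1 (488/535 nm); Evaluation: percent drop in bead-associated FITC signal.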
NSD2 inh – NSD2 (human) methyltransferase inhibition; O96028; NSD2 peptide methylation, AlphaScreen, 120 min; inhibition, % at 12.5 µM; 310,000 tested, 0.54% active; AID 743445; in the data active means inhibition above about 50%
dFosB act – activators of mouse delta FosB homodimer; purified delta FosB, TAMRA-CDK5 oligo fluorescence polarization; percent of positive-control signal above neutral wells; P13346; 340,000 tested, 0.99% active; activation, % at 25 µM; AID 493131;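 active means mean activation above about 17%, with every replicate also reaching it, limit read from the data, passing the limit was not always enough; inconclusive means only one of the two conditions met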;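 further: fluorescence polarization rise as delta FosB binds a TAMRA Cdk5 AP-1 oligo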
Target sequence (P13346 whole entry, looked up): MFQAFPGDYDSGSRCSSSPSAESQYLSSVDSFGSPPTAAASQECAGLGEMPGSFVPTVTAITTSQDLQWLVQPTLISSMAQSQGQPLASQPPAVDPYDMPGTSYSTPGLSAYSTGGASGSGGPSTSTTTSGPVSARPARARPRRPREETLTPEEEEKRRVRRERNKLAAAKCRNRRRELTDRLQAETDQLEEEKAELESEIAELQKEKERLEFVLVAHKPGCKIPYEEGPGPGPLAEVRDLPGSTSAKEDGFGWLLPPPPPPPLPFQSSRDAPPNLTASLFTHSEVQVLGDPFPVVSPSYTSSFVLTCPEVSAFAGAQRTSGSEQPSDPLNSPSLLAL
CDK5 p35 inh – blocks human CDK5/p35 kinase activity. 330,000 tested, 0.01% active. inhibition, % at 10 µM. Recombinant CDK5/p35, ADP-Glo luminescence, 60 min. Q00535+Q15078;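 active means highest replicate inhibition of at least 50% and at least 75% of replicates reaching 50%; inconclusive means only one of the two criteria met; inactive means both criteria failed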;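 further: plate controls were DMSO neutral control for no effect and GW8510 at 10 µM for full effect; many of its hits are not listed in these tables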
SR-BI DiI inh – blocks mouse SR-BI lipid uptake from DiI-HDL | inhibition, % at 12.5 µM | AID 488896 | Q61009 | 320,000 tested, 0.96% active | ldlA[mSR-BI] CHO cells, DiI-HDL uptake fluorescence, 3 h;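 active means mean replicate inhibition of at least 70% and a set share of replicates each scoring 70 or more; inconclusive means meets just one of the two criteria; inactive means fails both criteria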;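 further: 0% = median of neutral control wells and 100% = median of positive control wells; values of inactives mirror those of a sister screen read the other way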
Target sequence (Q61009 whole entry, looked up): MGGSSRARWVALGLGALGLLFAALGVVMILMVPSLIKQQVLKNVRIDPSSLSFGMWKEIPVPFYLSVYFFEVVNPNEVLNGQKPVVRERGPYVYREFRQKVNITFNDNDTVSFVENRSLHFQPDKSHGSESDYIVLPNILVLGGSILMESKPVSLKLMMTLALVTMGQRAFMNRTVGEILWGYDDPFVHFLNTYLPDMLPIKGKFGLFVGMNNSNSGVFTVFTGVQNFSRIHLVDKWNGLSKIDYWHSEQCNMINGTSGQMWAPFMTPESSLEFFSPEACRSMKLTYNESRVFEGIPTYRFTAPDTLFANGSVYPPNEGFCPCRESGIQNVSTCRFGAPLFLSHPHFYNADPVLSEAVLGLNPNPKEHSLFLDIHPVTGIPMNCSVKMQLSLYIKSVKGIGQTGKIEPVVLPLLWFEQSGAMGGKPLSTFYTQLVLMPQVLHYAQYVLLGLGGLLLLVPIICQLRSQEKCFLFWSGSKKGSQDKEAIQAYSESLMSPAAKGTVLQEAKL
PKA-R1A activ – activates the PKA-R1A holoenzyme complex; P00514+P68181; activation, % at 11.4 µM; AID 504707; 340,000 tested, 0.083% active; PKA-R1A dissociation, Cy5-IP20 fluorescence polarization; scaled: DMSO 0%, 113 µM cGMP 100%;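 active means percent activation above the mean of all tested compounds plus 3 SD, cut at about 19% in these data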;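 further: higher means more PKAc released from R1A so a rise in polarization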
SUMO Mot1 rescue – blocks SUMOylation pathway, rescuing yeast Mot1-301 growth | growth rescue, % at 18.8 µM | S. cerevisiae Mot1-301 growth rescue, ATP luminescence, 38.5C; percent above DMSO median, 100 means doubled | 320,000 tested, 1% active;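 active means every valid replicate shows activation above 250% relative to neutral control wells; inactive means the rest, any valid replicate at or below 250%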;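 further: OY570 slx delta 5 strain wells were the positive control but not used for scaling; some compounds called inactive have numbers as strong as hits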
SR-BI DiI-HDL act – activators of SR-BI mediated HDL lipid uptake. AID 504775. CHO ldlA[mSR-BI] cells, DiI-HDL uptake fluorescence, 3 h; 100 = double the neutral-control signal. activation, % at 12.5 µM. 320,000 tested, 0.096% active;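 active means mean replicate activation of at least 60% and every replicate at or above 60%; inconclusive means mean or all-replicate condition met, but not both; inactive means mean below 60% and not all replicates reaching 60%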;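 further: 0% = median plate neutral-control signal and 100% = twice that signal; values of inactives mirror those of a sister screen read the other way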
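Assay system: CHO ldlA[mSR-BI] cells, LDL receptor-null, SR-BI overexpressing; medium: Ham's F12 with 0.5% BSA, HEPES 25 mM, pH 7.4; also added: DiI-HDL 10 µg/mL; timing: 3 h uptake period with compound, 37 °C; signal: DiI fluorescence, bottom read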
Pemphigus Ab inh – inhibitors of pemphigus antibody binding to human desmoglein-3; P32926; DSG3-coupled beads, scFv-anti-DSG3-GFP binding, flow cytometry; active compounds read low; binding (percent of control), % at 10 µM; 310,000 tested, 0.48% active; AID 588358;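 active means binding more than 3 SD below its plate's average and above zero; inconclusive means below that plate limit but binding exactly zero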;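 further: hits lower antibody fragment binding to DSG3; some compounds called inactive have numbers as strong as hits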
PKA-R2B activ – activates the human PKA-R2B holoenzyme complex; P22694+P31323; PKA-R2B holoenzyme dissociation, Cy5-IP20 fluorescence polarization; R2B truncated from residue 108, S112A mutant; 0% DMSO only, 100% 113 µM cGMP; activation, % at 11.4 µM; 340,000 tested, 0.079% active;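 active means activation above a cutoff set at the mean over all compounds plus 3 SD, cut at about 18% in these data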;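 further: higher means more holoenzyme dissociation and a rise in polarization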
Starred values were filed as active, the others as inactive; u = inconclusive; x = no result given; & = joins results of further samples. A portion of the library; count on the stated rates, not on these rows.

SMILES	MITF act	Arrestin-AP2 inh	NSD2 inh	dFosB act	CDK5 p35 inh	SR-BI DiI inh	PKA-R1A activ	SUMO Mot1 rescue	SR-BI DiI-HDL act	Pemphigus Ab inh	PKA-R2B activ
O=[N+]([O-])c1cccc(C2N3CCCN23)c1 (centres undefined)	8.8	5.1	-6.1	-0.6	-1.3	17.6	-7.8	-8.6	-17.6	83.7	10.1
COC(=O)C1=C(c2ccc(F)cc2OCc2ccccc2)C[C@@H]2CC[C@H]1N2C(=O)NCCNC(C)=O	7.0	3.7	x	-3.1	-2.0	2.4	-7.2	14.3	-2.4	111.7	-3.4
CCCc1nc2ccc(Br)cc2c(=O)n1-c1ccc([N+](=O)[O-])c(C(F)(F)F)c1	-28.8	-2.0	2.1	-6.9	0.7	20.3	0.3	-2.8	-20.3	107.3	-14.8
COc1cc(C)c(CNCCc2c[nH]c3ccccc23)cc1C	-38.6	-3.2	14.3	-1.2	-0.1	x	12.5	-7.9	x	104.9	-2.8
CCOP(=S)(OCC)C(O)CCCCCn1c(=O)c(F)cn(C2CCCO2)c1=O (centres undefined)	-8.5	7.3	-0.6	3.7	0.9	7.3	-4.8	35.1	-7.3	114.9	0.1
CC(C)OCC(O)CN1CC2C[C@@H](C1)Cn1c2cccc1=O (some centres undefined)	9.7	11.6	-3.5	-15.8	0.8	x	0.2	67.7	x	94.6	0.8
N=C1C(c2ccccc2)=C(O)CN1Cc1ccco1	12.4	3.5	1.5	-3.1	-1.9	3.4	1.1	1.3	-3.4	89.3	-10.7
Fc1ccc2c(c1)nnn2C1CCN(Cc2ccccc2)CC1	x	2.5	x	-0.8	-0.7	-6.4	-0.9	3.7	6.4	105.2	0.2
CCN(CC)P(=O)(/C=C(\Cl)c1ccccc1)/C=C(\Cl)c1ccccc1	8.7	19.3	20.3	5.9	-0.6	-23.6	12.0	-20.4	23.6	100.0	1.2
CC(=O)OC1(Cc2ccccc2)CN2CCC1c1ccccc12 (centres undefined)	-4.4	10.0	5.0	2.2	0.5	-6.2	-2.2	x	6.2	100.6	9.2
CCOc1cc2c(cc1OCC)-n1cccc1C(c1cccc(F)c1)NC2 (centres undefined)	-2.6	-17.2	6.5	-5.0	-0.3	32.9	-11.0	-11.6	-32.9	96.1	-7.2
COc1ccc2c3c1OC1C(=O)CC[C@@]4(O)[C@@H](C2)N(CC2CC2)CC[C@]314 (some centres undefined)	5.0	15.7	x	-6.3	2.1	-4.3	3.0	x	4.3	105.4	4.7
CCc1ccc(NP(=O)(Oc2ccccc2F)Oc2ccccc2F)cc1	14.9	-13.6	-2.7	-19.9	0.6	-10.0	-12.9	-5.5	10.0	99.1	-22.2
O=C(c1ccc(CNS(=O)(=O)c2ccccc2)cc1)N1CCC2(CC1)OCCO2	0.2	2.4	11.3	-1.9	-0.7	-7.1	0.2	9.2	7.1	100.7	-6.3
CN(C)/C=C/C(=O)C(Cl)(Cl)Cl	6.5	-21.2	-1.6	5.2	1.3	-2.4	-4.4	9.6	2.4	98.1	-4.6
COC(=O)C1=C(c2c(C)noc2C)C[C@@H]2CC[C@H]1N2C(=O)NC1CCCCC1	6.8	-8.8	x	-4.7	1.0	-18.4	5.4	-2.6	18.4	104.4	-16.0
CCN1C(=O)C(=C2C=C(C)OC(C)=C2)C(=O)N(CC)C1=S	-18.6	9.8	-0.1	-2.8	-0.4	11.3	4.8	x	-11.3	100.0	-9.3
CCCCCCCSc1cc(OC)c(CCN(C)C)cc1OC	3.4	4.3	34.9	u	2.8	-28.6	-2.3	7.2	28.6	111.0	-9.7
Cc1cc(C)c(Cn2c(C(=O)O)c(C=O)c3ccccc32)c(C)c1	1.0	11.8	-0.8	1.8	-2.3	-4.3	-7.2	0.4	4.3	97.6	-10.4
Clc1ccc(CSC(Cn2ccnc2)c2ccc(Cl)cc2Cl)cc1 (centres undefined)	-6.8	-4.3	x	-3.5	-3.9	17.0	2.5	43.3	-17.0	112.3	-1.6

Nothing new here: entries from further up.
SMILES	MITF act	Arrestin-AP2 inh	NSD2 inh	dFosB act	CDK5 p35 inh	SR-BI DiI inh	PKA-R1A activ	SUMO Mot1 rescue	SR-BI DiI-HDL act	Pemphigus Ab inh	PKA-R2B activ
CC(=O)OC1(Cc2ccccc2)CN2CCC1c1ccccc12 (centres undefined)	-4.4	10.0	5.0	2.2	0.5	-6.2	-2.2	x	6.2	100.6	9.2
CCOc1cc2c(cc1OCC)-n1cccc1C(c1cccc(F)c1)NC2 (centres undefined)	-2.6	-17.2	6.5	-5.0	-0.3	32.9	-11.0	-11.6	-32.9	96.1	-7.2
COc1ccc2c3c1OC1C(=O)CC[C@@]4(O)[C@@H](C2)N(CC2CC2)CC[C@]314 (some centres undefined)	5.0	15.7	x	-6.3	2.1	-4.3	3.0	x	4.3	105.4	4.7
CCc1ccc(NP(=O)(Oc2ccccc2F)Oc2ccccc2F)cc1	14.9	-13.6	-2.7	-19.9	0.6	-10.0	-12.9	-5.5	10.0	99.1	-22.2
O=C(c1ccc(CNS(=O)(=O)c2ccccc2)cc1)N1CCC2(CC1)OCCO2	0.2	2.4	11.3	-1.9	-0.7	-7.1	0.2	9.2	7.1	100.7	-6.3
CN(C)/C=C/C(=O)C(Cl)(Cl)Cl	6.5	-21.2	-1.6	5.2	1.3	-2.4	-4.4	9.6	2.4	98.1	-4.6
COC(=O)C1=C(c2c(C)noc2C)C[C@@H]2CC[C@H]1N2C(=O)NC1CCCCC1	6.8	-8.8	x	-4.7	1.0	-18.4	5.4	-2.6	18.4	104.4	-16.0
CCN1C(=O)C(=C2C=C(C)OC(C)=C2)C(=O)N(CC)C1=S	-18.6	9.8	-0.1	-2.8	-0.4	11.3	4.8	x	-11.3	100.0	-9.3
CCCCCCCSc1cc(OC)c(CCN(C)C)cc1OC	3.4	4.3	34.9	u	2.8	-28.6	-2.3	7.2	28.6	111.0	-9.7
Cc1cc(C)c(Cn2c(C(=O)O)c(C=O)c3ccccc32)c(C)c1	1.0	11.8	-0.8	1.8	-2.3	-4.3	-7.2	0.4	4.3	97.6	-10.4
Clc1ccc(CSC(Cn2ccnc2)c2ccc(Cl)cc2Cl)cc1 (centres undefined)	-6.8	-4.3	x	-3.5	-3.9	17.0	2.5	43.3	-17.0	112.3	-1.6

Other compounds:
SMILES	MITF act	Arrestin-AP2 inh	NSD2 inh	dFosB act	CDK5 p35 inh	SR-BI DiI inh	PKA-R1A activ	SUMO Mot1 rescue	SR-BI DiI-HDL act	Pemphigus Ab inh	PKA-R2B activ
CC(C)(C)N1C(=O)NC(=O)/C(=C\c2ccc3c(c2)CCN3CCCCl)C1=O	x	32.6	11.8	-10.5	1.4	-9.3	-4.2	-14.6	9.3	130.1	-8.4
Cc1ccc(N2C(=O)NC(=O)/C(=C/c3cnn(-c4ccc(C)cc4)c3)C2=O)cc1	-9.5	1.2	50.8*	-8.6	-2.5	-1.5	-7.0	-10.1	1.5	103.0	-14.6
CN1C[C@H]2CON(C)[C@H]2C[C@H]1c1cccc(Br)c1	12.9	6.1	x	11.7	0.1	2.9	7.5	x	-2.9	99.7	8.3
Cc1ccccc1-n1c(O)c(C(c2ccncc2)c2c(O)n(-c3ccccc3C)c(=O)[nH]c2=O)c(=O)[nH]c1=O	-5.4	40.8&7.0	-2.7&0.8	-8.4&-7.4	0.2&0.1	-10.6&-7.7	-4.9	-7.5&-6.0	10.6&7.7	97.7	1.1
COc1cc(Br)c(CNCCc2ccc3c(c2)OCO3)cc1OC	2.9	6.6	4.7	-8.8	0.4	-8.1	-0.1	3.7	8.1	111.3	-7.9
